Bioassay records: PubChem BioAssay, several laboratories
ABCB6 inh MLPCN: human ABCB6 transporter inhibition; Q9NP58; K562-ABCB6 porphyrin accumulation, flow cytometry, 1 h; hits give low values; fluorescence ratio to DMSO, % at 10 µM; 360,000 tested, 0.19% active; AID 602162;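 active = fluorescence ratio to DMSO below 75%, the collection mean minus 3 SD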;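 also: signal is porphyrin accumulated inside mitochondria; 100% equals median channel fluorescence of DMSO control wells; lower ratio means ABCB6 inhibition with less porphyrin fluorescence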
Target sequence (Q9NP58 whole entry, looked up): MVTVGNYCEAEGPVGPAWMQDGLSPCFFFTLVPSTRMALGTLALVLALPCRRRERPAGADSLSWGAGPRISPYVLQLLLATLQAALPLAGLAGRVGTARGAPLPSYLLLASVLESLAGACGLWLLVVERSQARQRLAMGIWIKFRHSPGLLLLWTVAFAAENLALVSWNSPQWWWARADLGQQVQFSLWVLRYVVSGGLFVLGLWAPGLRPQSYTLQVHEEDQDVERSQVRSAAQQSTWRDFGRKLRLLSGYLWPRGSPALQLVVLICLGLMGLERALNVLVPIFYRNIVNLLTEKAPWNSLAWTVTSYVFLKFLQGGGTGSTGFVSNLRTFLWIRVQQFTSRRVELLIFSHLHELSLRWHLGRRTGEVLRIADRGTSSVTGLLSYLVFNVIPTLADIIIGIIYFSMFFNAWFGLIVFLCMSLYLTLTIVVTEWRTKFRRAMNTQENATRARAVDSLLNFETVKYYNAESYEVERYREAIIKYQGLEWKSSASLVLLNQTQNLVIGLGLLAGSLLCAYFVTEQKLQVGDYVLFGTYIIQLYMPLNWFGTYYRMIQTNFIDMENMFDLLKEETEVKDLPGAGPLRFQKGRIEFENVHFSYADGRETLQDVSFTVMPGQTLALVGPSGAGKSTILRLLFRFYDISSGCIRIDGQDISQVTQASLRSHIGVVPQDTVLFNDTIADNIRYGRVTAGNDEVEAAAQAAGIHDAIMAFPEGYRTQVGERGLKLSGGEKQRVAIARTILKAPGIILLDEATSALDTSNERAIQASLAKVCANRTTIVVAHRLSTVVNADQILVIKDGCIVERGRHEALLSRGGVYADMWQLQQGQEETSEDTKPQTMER
Exocytosis inh: blocks lytic granule exocytosis; TALL-104 LAMP-1 surface exposure, flow cytometry; cells stimulated with thapsigargin and PMA; inhibition, % at 10 µM; 360,000 tested, 0.66% active;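 active = inhibition above about 55%, limit read from the data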
MC4R barr agon: activates human MC4R beta-arrestin recruitment | P32245 | U2OS MC4R beta-arrestin complementation, luminescence; percent of melanotan II response, DMSO zero | activation, % at 8.9 µM | 360,000 tested, 0.98% active | AID 540308;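 active = activation above a per-plate cutoff, the mean activation of sample wells on that plate plus 3 SD, cut at about 8% in these data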
HTR2A ag: activates the mouse 5-HT2A serotonin receptor; 360,000 tested, 0.66% active; AID 624169; activation, % at 7.6 µM; CHO-K1 mHTR2A beta-arrestin complementation, luminescence; percent of 30 µM serotonin response;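 active = activation above a run cutoff, the mean activation of all tested compounds plus 3 SD, cut at about 14% in these data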;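 also: 0% = plate median of compound wells and 100% = 30 µM serotonin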
MC4R antag cAMP: antagonists of human melanocortin 4 receptor (MC4R); P32245; MC4R-expressing cells, MTII-stimulated cAMP, LANCE TR-FRET; inhibition, % at 6.5 µM; 360,000 tested, 0.48% active;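 active = inhibition above its plate's cutoff, the mean of tested wells on that plate plus 3 SD, cut at about 29% in these data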;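 also: 0% = Melanotan II alone and 100% = Melanotan II plus saturating MCL0020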
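Assay system: U2OS-MC4R stable cell line; Also added: Melanotan II; Technique: Eu-cAMP/anti-cAMP TR-FRET, emission 671 nm; Times: 30-min compound, 1-h challenge, 1-h detection, room temperature.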
aDG glyco act: increases alpha dystroglycan glycosylation; activation, % at 10 µM; 360,000 tested, 0.22% active; Pro5-aDG cells, alpha-DG glycosylation AlphaScreen (IIH6); 0% Pro5, 100% B10-LARGE cell signal;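 active = activation of at least 8% versus controls, or a plate z-score of at least 8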;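 also: Pro5 are CHO cells carrying HIG-tagged alpha-DG that lacks glycosylation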
hiPSC survival: enhancers of human iPSC single-cell survival | hiPSC single-cell survival, ATPlite luminescence; 100% = ROCK inhibitor wells, 0% = DMSO | survival enhancement, % at 20 µM | 360,000 tested, 0.044% active | AID 602274; in the data active = survival enhancement above about 18%;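 also: cells exposed to compounds for 16 hours before the ATP read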
N-glyco inh: N-linked glycosylation inhibition; D54 ERlucT glycosylation luciferase reporter, 24 h; percent of 100 nM tunicamycin response; reporter increase, % at 12.5 µM; 360,000 tested, 0.23% active; AID 588692;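 active = mean luciferase reporter signal, scaled so untreated is 0 and the glycosylation-blocking control 100, at or above a set limit in every replicate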;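 also: luciferase carries N-glycosylation sites so blocking glycosylation raises the light; 0% = median of neutral control wells and 100% = median of 100 nM tunicamycin wells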
ABHD5 PLIN5 PPI: inhibitors of human ABHD5-perilipin-5 interaction; Q00G26+Q8WTS1; Split G. princeps luciferase complementation, luminescence, 4 h; inhibition, % at 4 µM; 360,000 tested, 0.78% active; AID 602281;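 active = inhibition above the mean inhibition across every tested compound plus 3 SD, cut at about 22% in these data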;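 also: 0% = DMSO only wells and the 100% control is not disclosed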
H9c2 protect: modulators protecting cardiomyocytes from myocardial damage; H9c2 cardiomyocytes, H2O2 injury protection, ATPLite, 2 h; protection from H2O2 cell death, % at 20 µM; 360,000 tested, 0.63% active; AID 588492;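 active = compounds giving at least 50% protection of heart cells from peroxide-induced death in the single-dose screen, raw or plate-pattern-corrected value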;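 also: 0% = DMSO wells with peroxide and 100% = DMSO wells without peroxide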
* marks the source's active call; other numbers are inactive results; x = no result given.

Order of results – ABCB6 inh MLPCN	Exocytosis inh	MC4R barr agon	HTR2A ag	MC4R antag cAMP	aDG glyco act	hiPSC survival	N-glyco inh	ABHD5 PLIN5 PPI	H9c2 protect
1	CCC(=O)c1cn(CC(=O)Nc2cccc(OC)c2)c2ccccc12
 : 100	-3	-2.4	-3	-3	-0.1	-0.8	0	0	-2
2	CS(=O)(=O)Nc1cccc(C2=NN(S(C)(=O)=O)C(c3ccc4c(c3)OCO4)C2)c1 (stereo not drawn)
 : 101	-6	-1.2	0	-1	0.0	-1.2	16	1	-1
3	COc1cc([N+](=O)[O-])ccc1N=Nc1c(N)[nH]n(-c2ccccc2)c1=O
 : 95	0	-1.3	-2	-3	-0.5	-1.1	2	-22	-8
4	COc1cc(/C=C/C(=O)Nc2cccc(S(=O)(=O)N3CCOCC3)c2)ccc1OCC#N
 : 94	0	-0.1	2	-3	-0.2	-3.2	-4	5	6
5	C=CCn1c(SCC(=O)Nc2sccc2C#N)nc2sc(C)c(C)c2c1=O
 : 90	-3	2.8	1	7	-0.2	-1.4	-3	5	-1
6	Cc1ccc(N=C2NC(=O)C(CO)(CO)S2)cc1
 : 98	-4	0.8	-1	10	-0.2	0.2	2	4	-7
7	Cc1cc(C(=O)CN2CCN(CC(=O)Nc3cccc(F)c3)CC2)c(C)n1C1CC1
 : 96	-2	0.0	-2	1	0.0	0.4	2	1	2
8	C=CCSc1nc(-c2ccc3c(c2)OCO3)cc(C(F)(F)F)c1C#N
 : 105	0	-2.0	-4	11	0.1	0.6	-2	-4	-10
9	Cc1ccc(NS(=O)(=O)c2ccc3[nH]c(=O)oc3c2)cc1Cl
 : 99	3	-0.6	-5	12	1.0	-1.4	0	6	-4
10	COc1ccccc1OCCn1c(SCC(N)=O)nc2ccccc21
 : 100	15	0.3	7	3	0.0	0.0	1	1	4
11	COc1cc(NC(=O)COC(=O)CNC(=O)C2CCCCC2)cc(OC)c1
 : 102	0	-1.4	-2	-3	0.1	-0.7	3	-9	-3
12	COc1ccc(OC)c(Nc2nc3ccc(C)cc3n3cnnc23)c1
 : 87	2	1.4	-7	2	-0.2	-0.3	4	-2	31
13	O=C(NCCCN1CCN(Cc2ccccc2Cl)CC1)Nc1ccccc1
 : 100	0	-1.7	-6	9	0.1	-2.0	0	-2	16
14	COc1ccc(OC)c(NC(=O)CSC2=C(C#N)C(c3ccco3)C3=C(CCCC3=O)N2)c1 (stereo not drawn)
 : 90	15	0.3	-2	4	0.5	-2.5	3	-2	17
15	CCc1ccc2c(c1)cc(CN(Cc1ccco1)C(C)=O)c1nnnn12
 : 90	-1	3.3	5	-2	-0.3	-0.9	4	13	-1
16	S=c1[nH]nc(-c2ccco2)n1-c1cccc2ccccc12
 : 115	-4	-0.8	3	3	0.3	5.5	-1	-5	-4
17	C=CCn1c(COc2ccc(CC)cc2)nnc1SCC(=O)N(C)C1CCS(=O)(=O)C1 (stereo not drawn)
 : 89	-1	-1.2	-4	0	0.0	1.1	1	-13	0
18	COC(=O)[C@]12CCCCC=C1N(Cc1ccc3c(c1)OCO3)C(=O)[C@H](CC(=O)N1CCN(C(=O)c3ccco3)CC1)C2
 : x	-7	x	3	x	0.3	x	x	-4	x
19	O=C(c1ccccc1-c1nc(-c2ccc(Cl)cc2)no1)N1CCCC1
 : 90	1	-1.5	-9	13	0.2	-2.8	-6	4	-8
20	COCCN(C(=O)CSc1nc(N)cc(=O)[nH]1)c1c(N)n(Cc2ccccc2)c(=O)[nH]c1=O
 : 102	-1	-0.8	0	20	-0.2	-0.6	2	-11	1
21	Nc1ccc(S(=O)(=O)Nc2nccc(/C=C/c3ccccc3F)n2)cc1
 : 99	-1	-0.1	-2	1	0.6	1.6	-2	8	-4
22	COc1ccc2cc(C(=O)C3CCCN(C(=O)CSc4nnc(C)o4)C3)ccc2c1 (stereo not drawn)
 : 113	-2	1.4	0	12	0.1	-0.9	-3	8	-8
23	Cc1c(CCC(=O)O)c(=O)oc2cc3occ(-c4ccc(Br)cc4)c3cc12
 : 284	-12	-0.1	3	21	-0.1	-0.1	1	6	6
24	CCOC(=O)c1ccc(N2C(=O)CC(Sc3nc(C)cc(C)n3)C2=O)cc1 (stereo not drawn)
 : 103	1	-1.3	-10	-1	0.1	1.1	0	3	1
25	CCc1cc2ccc(OC)cc2nc1SCC(=O)Nc1cc(C)on1
 : 98	-1	3.8	2	6	-0.2	1.2	-1	-7	-6
26	CC(C)(C)NC(=O)COC(=O)c1ccccc1NC(=O)c1ccco1
 : 98	0	0.9	12	-2	0.7	-0.6	1	-1	3
27	O=C(CN1CCN(C(=O)c2cccc(S(=O)(=O)N3CCCC3)c2)CC1)Nc1ccc(F)cc1
 : 86	7	-1.7	5	5	-0.1	0.4	0	-7	2
28	O=C(OCC(=O)N1CCOCC1)c1ccc[nH]c1=O
 : 97	-3	-1.9	2	-5	0.0	-2.4	0	-1	0
29	COc1ccc(Nc2cc(C)nc3ncnn23)cc1Cl
 : 103	9	2.3	3	-1	-0.2	-0.6	6	3	7
30	CCOC(=O)c1ccc2c(c1)N(CC#N)C(=O)C(C)(C)O2
 : 89	0	-1.9	2	2	0.0	-0.5	1	0	-2
31	O=c1[nH]c(C(Cl)Cl)nc2sc3c(c12)CCN(Cc1ccccc1)C3
 : 106	0	-0.6	0	4	0.0	3.1	1	0	2
32	CCOC(=O)c1cccc(OCC(O)CNCCOc2ccccc2F)c1 (stereo not drawn)
 : 93	14	1.4	0	-5	0.0	0.0	-4	-5	-8
33	CCOc1cc(-c2cc(-c3ccc(C)cc3)nc(N)c2C#N)ccc1O
 : 98	11	-0.1	-4	-8	0.0	-1.0	3	7	10
34	Cc1ccc(C(=O)N2CCCC(c3ccc(Cl)cc3)=N2)cc1
 : 86	3	-1.0	-2	6	-0.3	-1.0	-1	-3	-19
35	O=C(CSc1nc(-c2ccc(F)cc2)nc2ccc(F)cc12)Nc1cccc(C(=O)O)c1
 : 87	-1	-1.1	2	8	0.1	-0.4	2	2	-2
36	O=C(NCc1ccccc1C(F)(F)F)c1cccc2c1C(=O)c1ccc(N3CCOCC3)cc1S2(=O)=O
 : 96	-5	0.9	4	12	-0.6	4.2	-4	0	25
37	O=C(O)CCCC(=O)NNC(=O)c1cccc(Br)c1
 : 104	7	-1.8	0	4	-0.2	4.5	3	2	2
38	COc1ccc(C(O)c2ncc(-c3ccccc3F)[nH]2)cc1 (stereo not drawn)
 : 91	-6	-0.3	9	1	0.1	1.7	-1	-1	-2
39	CCOc1ccc(C(=O)CN2C(=O)NC3(CCCCCC3)C2=O)cc1
 : 102	3	-1.4	8	6	0.1	-0.2	0	-6	-5
40	CC(C)(C)C(=O)N1CCN(c2nc3ccc(Cl)cc3s2)CC1
 : 91	8	-1.9	8	17	0.5	-0.4	-2	3	-8

Taken from above:
CCOc1cc(-c2cc(-c3ccc(C)cc3)nc(N)c2C#N)ccc1O | aDG glyco act: 0.0
CC(C)(C)C(=O)N1CCN(c2nc3ccc(Cl)cc3s2)CC1 | hiPSC survival: -0.4

Next section
Order of results – ABCB6 inh MLPCN	Exocytosis inh	MC4R barr agon	HTR2A ag	MC4R antag cAMP	aDG glyco act	hiPSC survival	N-glyco inh	ABHD5 PLIN5 PPI	H9c2 protect
41	Cc1cc(C(=O)OCC(=O)N(C)c2c(N)n(Cc3ccccc3)c(=O)[nH]c2=O)c(C)n1-c1ccccc1
 : 101	0	-2.0	6	19	0.0	0.1	-4	0	3
42	O=C(COC(=O)c1ccccc1)Nc1ncc([N+](=O)[O-])s1
 : 99	-5	-1.2	2	4	-0.1	3.2	0	-9	-12
43	Cc1ccc(C(=O)Nc2ccccc2Oc2ccccc2)cc1[N+](=O)[O-]
 : 86	0	-2.5	-4	-1	0.6	-0.8	-4	-3	3
44	Cc1cc(Cl)ccc1OCCCC(=O)N/N=C/c1cccc([N+](=O)[O-])c1
 : 97	5	-1.0	1	20	0.1	-1.0	-2	6	-5
45	CCN1C(=O)/C(=C2\SC(=S)N(NC(=O)c3ccccc3O)C2=O)c2ccccc21
 : 99	2	-2.3	-1	11	-0.1	0.4	0	-8	2
46	COc1cc(C(=O)N(C(C)C)C2CCCCC2)cc(OC)c1OC
 : 100	7	-0.2	0	20	0.3	0.5	2	2	-5
47	CC1CCN(C(=O)c2ccc(-c3ccccc3Cl)o2)CC1
 : 108	-7	1.7	-5	9	1.0	-0.4	-10	5	-14
48	O=C(Cc1ccc(F)cc1)Nc1cccc2cccnc12
 : 88	-3	-2.2	-3	8	0.2	6.9	-3	4	6
49	COc1ccc([N+](=O)[O-])cc1NC(=O)C(C)OC(=O)C1CCCC1 (stereo not drawn)
 : 99	0	-1.3	1	-4	-0.1	0.2	-2	1	-2
50	C#CCOCC1CN(c2ccccc2)C(=O)O1 (stereo not drawn)
 : 94	0	-0.1	0	-6	-0.2	1.7	0	-2	5
51	CCN(CC)C(=O)C1=C(C)N(CCCN2CCCC2=O)C(=O)C(CC(=O)NCc2ccco2)C1 (stereo not drawn)
 : 103	-2	-0.8	8	17	0.1	-2.6	1	-12	20
52	COc1cccc(/C=C2\SC(=S)N(CCCC(=O)Nc3cccc(C(=O)O)c3)C2=O)c1
 : 101	-1	-1.4	1	5	0.0	-0.8	-1	-1	5
53	CCOC(=O)C1=CCN(S(=O)(=O)c2ccc(Cl)cc2)C1c1ccccc1 (stereo not drawn)
 : 92	1	x	3	x	-0.1	2.1	-2	-4	-3
54	O=C(C[C@H]1C/C=C\CC[C@@H](Cc2ccc(F)cc2)C(=O)O[C@@H](c2ccccc2)CNC1=O)N[C@H](CO)Cc1ccccc1
 : 98	-6	-0.4	-1	6	0.5	5.4	-2	2	13
55	Cc1cc(=O)n2[nH]c(SCc3c(F)cccc3Cl)nc2n1
 : 95	2	0.1	2	6	-0.1	-0.3	0	-8	-8
56	CCN(CC)S(=O)(=O)c1ccc(C(=O)NCc2ccc3c(c2)OCO3)cc1
 : 92	-6	-0.7	-4	-3	0.3	-0.8	-1	4	1
57	Cc1cc(C)cc(NC(=O)N2CCCN(c3ncccc3[N+](=O)[O-])CC2)c1
 : 98	-7	-1.5	-1	-11	0.0	1.2	-3	-6	6
58	COc1ccc(-n2c(C)nnc2SCC(=O)N2CCOCC2)cc1
 : 101	-1	-1.3	-2	-3	-0.1	-0.2	3	-4	3
59	Cc1ccc(N2C(=O)C(c3c(C)[nH]n(-c4ccccc4)c3=O)(C(F)(F)F)C3=C2CC(C)(C)CC3=O)cc1 (stereo not drawn)
 : 103	2	-1.3	4	0	0.0	11	0	0	4
60	Cc1cc(C)nc(NC(=NCc2ccc3c(c2)OCO3)NC(=O)Nc2ccccc2)n1
 : 98	-4	-1.9	-1	-10	0.0	-0.6	2	1	-2
61	NCCc1nc(-c2ccccc2)cs1
 : 91	1	-0.3	35*	4	0.8	-0.5	3	-3	2
62	CCOC(=O)c1[nH]c2ccc(OC)cc2c1NC(=S)N1CCN(c2ccccc2)CC1
 : 99	-6	0.7	-1	9	-0.2	-0.9	-2	-8	2
63	CCc1nc(SCc2cccnc2)[nH]c(=O)c1C
 : 97	-4	-1.8	-1	3	0.1	-3.1	2	-2	16
64	CCCCN1C(=O)C(O)(CC(=O)c2c(C)n[nH]c2C)c2cc(Br)ccc21 (stereo not drawn)
 : 91	-3	-1.4	2	7	0.0	1.3	-2	-1	1
